LYPLA1 inh: LYPLA1 (human) inhibition in PME1 counter-screen | O75608 | recombinant LYPLA1, FP-Rh probe fluorescence polarization | inhibition, % at 5.9 µM | 0.16% of 320,000 active | AID 2174;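 active = inhibition above the mean of all tested compounds plus 3 SD, set per campaign, cut at about 14% in these data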;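 note: inhibitors block serine hydrolase probe labeling of LYPLA1 so polarization falls; 0% = enzyme with DMSO and 100% = wells lacking LYPLA1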
Target sequence (O75608 whole entry, looked up): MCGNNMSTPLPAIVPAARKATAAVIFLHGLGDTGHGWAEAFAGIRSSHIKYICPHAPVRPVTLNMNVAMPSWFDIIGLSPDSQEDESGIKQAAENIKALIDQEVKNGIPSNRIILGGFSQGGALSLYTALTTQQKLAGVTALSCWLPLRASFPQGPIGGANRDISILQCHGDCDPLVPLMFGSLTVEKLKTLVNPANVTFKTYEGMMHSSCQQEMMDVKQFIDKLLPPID
PAFAH2 FP inh: inhibitors of human PAFAH2; Q99487; recombinant PAFAH2, FP-rhodamine activity probe, fluorescence polarization; inhibition, % at 3.39 µM; 0.99% of 340,000 active; AID 492956;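 active = inhibition above the mean over all tested compounds plus 3 SD, cut at about 30% in these data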;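 note: inhibitors block probe labeling of enzyme so polarization drops; 0% = enzyme with DMSO and 100% = wells lacking PAFAH2 protein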
PAD4 FP inh: PAD4 (human) enzyme inhibition; Q9UM07; recombinant PAD4, RCA probe fluorescence polarization; inhibition, % at 6.36 µM; 0.41% of 330,000 active;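 active = percent inhibition above a cutoff equal to the mean of all tested compounds plus 3 SD, cut at about 15% in these data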;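 note: 0% = PAD4 with RCA probe and DMSO and 100% = probe without PAD4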
PAFAH1B2 FP inh: PAFAH1B2 (human) inhibition; P68402; inhibition, % at 3.39 µM; recombinant PAFAH1B2, FP-rhodamine activity probe, fluorescence polarization; 1.2% of 340,000 active;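 active = inhibition above the mean of all tested compounds plus 3 SD, cut at about 24% in these data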;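 note: 0% = enzyme with DMSO and 100% = wells lacking PAFAH1B2; many of its hits are not listed in these tables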
GSTO1 inh: blocks human GSTO1 in RBBP9 counter-screen; P78417; recombinant GSTO1, activity-based probe fluorescence polarization; inhibition, % at 5.96 µM; 1.1% of 300,000 active; AID 1974;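 active = inhibition above the campaign mean inhibition plus 3 SD, cut at about 35% in these data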;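 note: 0% = GSTO1-1 with DMSO and 100% = wells lacking GSTO1-1 enzyme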
Target sequence (P78417 whole entry, looked up): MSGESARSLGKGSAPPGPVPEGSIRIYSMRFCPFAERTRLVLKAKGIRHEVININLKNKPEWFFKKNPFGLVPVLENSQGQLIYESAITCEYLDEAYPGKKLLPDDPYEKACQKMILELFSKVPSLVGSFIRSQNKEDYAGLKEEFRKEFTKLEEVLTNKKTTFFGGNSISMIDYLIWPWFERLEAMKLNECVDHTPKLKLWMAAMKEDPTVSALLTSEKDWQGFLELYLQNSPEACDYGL
LYPLA2 inh: counter-screen for PME1 inhibitors: inhibitors of human LYPLA2; 0.38% of 320,000 active; O95372; recombinant LYPLA2, FP-Rh probe fluorescence polarization; inhibition, % at 5.9 µM;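 active = inhibition above the screen-wide mean plus 3 SD, limit set per campaign, cut at about 26% in these data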;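 note: 0% = LYPLA2 with DMSO and 100% = wells lacking LYPLA2 enzyme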
PAFAH1B3 inh: PAFAH1B3 (human) inhibition. Q15102. recombinant PAFAH1B3, FP-rhodamine probe, fluorescence polarization. inhibition, % at 3.39 µM. 0.28% of 340,000 active;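 active = inhibition above the screen-wide average of all tested compounds plus 3 SD, cut at about 25% in these data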;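 note: 0% = enzyme with DMSO only and 100% = wells lacking PAFAH1B3 protein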
pPAFAH FP inh: inhibitors of human plasma PAF acetylhydrolase (pPAFAH). inhibition, % at 3.39 µM. Q13093. recombinant pPAFAH, FP-rhodamine probe fluorescence polarization. 1.5% of 330,000 active;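 active = inhibition above the mean inhibition across the screen plus 3 SD, cut at about 25% in these data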;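 note: inhibitors block binding of the rhodamine activity-based probe so polarization drops; 0% = enzyme with DMSO and 100% = wells lacking pPAFAH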
Target sequence (Q13093 whole entry, looked up): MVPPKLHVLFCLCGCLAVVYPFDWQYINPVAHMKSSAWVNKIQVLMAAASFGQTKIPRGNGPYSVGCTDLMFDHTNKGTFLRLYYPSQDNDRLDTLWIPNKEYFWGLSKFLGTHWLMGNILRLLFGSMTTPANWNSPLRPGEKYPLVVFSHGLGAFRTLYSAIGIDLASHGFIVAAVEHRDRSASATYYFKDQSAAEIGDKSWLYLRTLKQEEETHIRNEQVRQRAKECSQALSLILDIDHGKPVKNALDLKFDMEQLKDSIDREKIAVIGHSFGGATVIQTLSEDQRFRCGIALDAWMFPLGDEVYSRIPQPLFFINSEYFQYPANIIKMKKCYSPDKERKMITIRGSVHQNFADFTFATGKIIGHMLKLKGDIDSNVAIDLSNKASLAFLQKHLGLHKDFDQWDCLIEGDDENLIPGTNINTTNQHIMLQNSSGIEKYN
PREPL inh: human PREPL enzyme inhibition | 0.68% of 320,000 active | inhibition, % at 5.96 µM | Q4J6C6 | recombinant PREPL, fluorescence polarization activity-based probe; in the data active = inhibition above about 43%;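 note: 0% = enzyme with DMSO and 100% = wells lacking enzyme; many of its hits are not listed in these tables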
* = called active by the depositor; nt = no result given. These rows are one share of the data; the hit share may differ from the screen's.

SMILES	LYPLA1 inh	PAFAH2 FP inh	PAD4 FP inh	PAFAH1B2 FP inh	GSTO1 inh	LYPLA2 inh	PAFAH1B3 inh	pPAFAH FP inh	PREPL inh
COc1ccc(C(=O)N(Cc2ccco2)Cc2cccs2)c(O)c1	-1	3	-6	6	0	3	-5	5	-2
COC(=O)COc1cc2ccccc2cc1C(=O)Nc1ccccc1	0	-4	0	2	-17	-6	1	2	9
O=C(NCc1ccoc1)c1ccc(NC(=O)c2ccccc2Cl)cc1	3	5	-4	-3	-17	4	4	5	-17
CCC(C)NC(=O)CSc1nc(-c2cccs2)cc(C(F)(F)F)n1 (centres undefined)	-1	0	5	0	1	3	2	11	3
CC1=C(C(=O)OCC2CCCCC2)C(c2ccc(O)cc2)NC(=O)N1 (centres undefined)	-2	-6	1	10	-44	-4	2	-2	-1
COc1ccc(C(=O)N(CN2CCCC2=O)c2ccccc2OC)cc1OC	4	-1	-1	3	-2	0	5	-6	-3
CCCN(CCC)CCCNC(=O)CNC(=O)c1nn(-c2ccc(OC)cc2)c(=O)c2ccccc12	3	-6	-4	1	1	-3	6	4	7
O=C(NC1(C(F)(F)F)N=C2SCCN2C1=O)c1cccnc1 (centres undefined)	-2	-6	-6	3	1	-1	0	-4	-11
Cc1cc(C)c(NC(=O)CS(=O)CC(=O)Nc2ccc(N3CCOCC3)cc2)c(C)c1 (centres undefined)	-1	4	3	0	4	-6	5	1	3
COc1cccc(CN2CC(C(=O)N(C)CCCC3CCCC3)CCC2=O)c1 (centres undefined)	-3	-1	4	2	-3	2	-9	4	5
COc1ccc2[nH]c(C(=O)Nc3ncc(C)cc3Br)cc2c1	0	-2	2	1	-11	2	3	-2	14
Cc1ccnc(NC(=O)/C=C/c2cccs2)c1	-1	-11	0	-2	7	0	6	1	6
CCOc1ccccc1C(=O)N1CCN(C(c2ccccc2)c2ccccc2)CC1	-1	6	-5	-1	-2	0	-4	-9	7
COc1cc(C(=O)OC(C)C(=O)NC2CCCCC2C)c([N+](=O)[O-])cc1OC (centres undefined)	-1	0	-5	2	-11	-1	3	-2	12
COc1ccccc1OCc1cc(C(=O)N2CC3C[C@@H]4CC2C[C@H](C3)C4)no1	-1	12	-3	2	3	-1	4	3	0
COc1ccc(CN=Cc2c(O)[nH]c3ccccc23)cc1	-1	3	-1	19	3	-3	2	21	19
O=S(=O)(c1cccs1)N1CCN(c2ccccc2Cl)CC1	-4	-6	0	0	1	-2	3	-5	-23
Cc1cc(NC(=O)CSc2nc(Cc3ccccc3)c(C)[nH]2)no1	-5	12	-9	2	2	-6	-6	2	-13
O=c1sc2ccccc2c(N2CCCC2)c1[N+](=O)[O-]	1	2	-2	1	-9	0	-3	3	-4
CCCn1ncc(OC)c(Cl)c1=O	2	9	2	5	0	6	-1	3	8
COc1ccc(-n2c(Cn3c(=O)sc4ccccc43)nnc2SCC(=O)N2CCCC2)cc1	3	-7	0	5	-3	-5	7	6	3
COc1ccc(S(=O)(=O)NC(N)=NCCc2ccc(OC)c(OC)c2)cc1	5	nt	4	nt	-3	4	nt	4	-1
O=C(NCc1ccccc1Cl)C1CCCN(S(=O)(=O)c2cnc[nH]2)C1 (centres undefined)	2	4	-2	1	6	-1	3	0	-5
Cc1cccc(NC(=O)C(C)N2C(=O)c3ccccc3S2(=O)=O)n1 (centres undefined)	-1	9	0	-3	-2	0	5	1	-3
O=C(NCc1cccnc1)C(=O)NCC1OCCN1S(=O)(=O)c1ccccc1 (centres undefined)	1	-1	1	3	-1	8	0	-3	12
COc1ccc(NC(=O)/C(C#N)=C/c2ccc(Sc3nncn3C)c([N+](=O)[O-])c2)cc1	1	8	2	4	20	-8	7	-4	9
Cc1noc(C)c1COC(=O)c1ccc2ccccc2n1	-1	-4	-5	5	-9	-2	6	3	2
O=C(NCC1CCCO1)C(=O)NCC(c1ccco1)N1CCN(c2ccc(F)cc2)CC1 (centres undefined)	0	5	-2	0	1	-12	-2	-5	14
Cc1ccc(S(=O)(=O)CC(=O)Nc2nccs2)cc1	0	-4	-5	-1	3	-2	-1	3	-3
CCC(C)(C(=O)Nc1ccccc1C)N(C(=O)CNC(C)=O)c1ccc(C)cc1 (centres undefined)	-2	2	1	4	3	1	5	2	1
CCCn1c(SCC(=O)N2CCCc3ccccc32)nnc1-c1ccco1	-1	-12	1	0	7	3	7	0	17
CC(=O)Nc1ccc(S(=O)(=O)N2CCNC(=O)CC2)cc1	0	0	-7	4	-4	2	2	-8	9
Cc1ccc(C(=O)NNC(=O)C2CSC3(C)CCC(=O)N23)cc1 (centres undefined)	1	7	0	1	17	-2	8	-4	8
COCCn1nnnc1C(c1cccs1)N1CCCC(C)C1 (centres undefined)	3	1	0	5	10	-1	3	2	0
CCOc1ccc(Br)cc1S(=O)(=O)NC1=NCCCCC1	nt	1	2	1	nt	nt	9	3	10
O=C(Cc1ccc(Cl)cc1)Nc1ccccc1N1CCOCC1	2	-2	1	17	0	5	10	5	6
CCc1c(C)sc(NC(=O)C2CCCCC2C(=O)O)c1C(N)=O (centres undefined)	7	11	2	11	-3	11	18	4	4
O=C(Nc1ccccc1)c1ccc(S(=O)(=O)N2CCC(C(=O)O)CC2)cc1	2	5	-1	0	3	2	8	-2	14
COC(=O)[C@H]1Cc2c([nH]c3ccccc23)[C@H](c2ccccc2)N1	-1	-2	-1	5	-4	6	3	3	-8
c1cc2ccc3ccc(-n4cnnn4)c4ccc(c1)c2c34	-4	2	-7	-6	-2	-18	-7	19	-12
COC(=O)c1cc2oc3ccccc3c2n1CC(=O)Nc1ccccc1OC	3	1	6	7	-6	-6	-2	6	2
Cc1ccc(C(C)(C)NC(=O)C2CCC(=O)N(C3CCCCCC3)C2)cc1 (centres undefined)	0	-3	1	8	-8	3	13	3	-4
Cn1c(=O)c2c(nc(CN3CCC(C(N)=O)CC3)n2Cc2c(F)cccc2Cl)n(C)c1=O	0	-5	-3	0	-1	4	8	-6	4
CC(=O)c1c(C)[nH]c(C(=O)O)c1C	6	1	-5	-1	1	5	4	3	6
N#Cc1nc(-c2cccs2)oc1NCc1ccccc1	-1	6	-5	3	-1	2	-2	8	-2
CCn1cc(C(=O)NCc2ccc3c(c2)OCO3)c(=O)c2cc(F)c(N3CCN(C(=O)c4ccco4)CC3)cc21	-5	12	3	5	-7	-2	4	0	-25
O=C(NCCCNC(=O)c1cnccn1)c1ccc(Br)cc1	-2	-10	1	0	-3	1	0	0	-4
CC(C(=O)OCC(=O)c1cccc([N+](=O)[O-])c1)N1C(=O)C2C3C=CC(C3)C2C1=O (centres undefined)	-1	-4	-2	3	2	-2	3	-1	0
C=CCN1C(=O)C2(OCCCO2)c2cc(C)ccc21	-1	7	1	3	-2	4	7	4	3
COc1ccc(N(CC(=O)Nc2nccs2)S(=O)(=O)c2c(C)[nH]c(=O)[nH]c2=O)cc1	-2	2	-4	9	3	-3	7	4	4
COc1cc(CNC2CCCCCCC2)cc(Br)c1OCC#N	-4	0	-2	4	-2	1	-2	2	-5
Nc1cccnc1Sc1cc(Cl)c(Cl)cc1Cl	2	9	-2	5	-3	9	-1	6	-9
Cc1ccccc1CC(=O)Nc1cccc(S(=O)(=O)N2CCCC2)c1	0	0	-2	4	nt	5	2	3	16
O=C(Nc1cccc(S(=O)(=O)N2CCCCC2)c1)c1cc([N+](=O)[O-])ccc1N1CCOCC1	-2	-2	-4	5	0	-1	9	-1	3
Cc1cc(NC(=O)c2ccc(F)cc2)n(-c2ccccc2)n1	-2	-4	2	6	2	10	-1	0	9
CCN(c1ccc(C(=O)CN2C(=O)NC3(CCOc4ccccc43)C2=O)cc1)S(C)(=O)=O (centres undefined)	-1	3	-2	-2	nt	2	8	1	5
O=C(Cc1ccc(Cl)cc1)NCCN1CCCC1	4	2	1	7	-8	7	11	0	5
CCCC1(C(=O)O)NC(c2cccc(OC)c2O)C2C(=O)N(c3ccccc3)C(=O)C21 (centres undefined)	3	-3	5	-4	6	2	3	2	-1
COc1ccc(S(=O)(=O)N2CCCCC2)cc1NC(=O)CNc1ccc(F)cc1C	2	17	4	5	nt	6	5	0	17
CC1CCCCN1CCNC(=O)CN1C(=O)COc2ccccc21 (centres undefined)	-1	5	1	0	1	3	-2	1	-7

Part of the list above, with each value named:
COc1cc(CNC2CCCCCCC2)cc(Br)c1OCC#N
- LYPLA1 inh = -4
- PAFAH2 FP inh = 0
- PAD4 FP inh = -2
- PAFAH1B2 FP inh = 4
- GSTO1 inh = -2
- LYPLA2 inh = 1
- PAFAH1B3 inh = -2
- pPAFAH FP inh = 2
- PREPL inh = -5
O=C(NCCCNC(=O)c1cnccn1)c1ccc(Br)cc1
- LYPLA1 inh = -2
- PAFAH2 FP inh = -10
- PAD4 FP inh = 1
- PAFAH1B2 FP inh = 0
- GSTO1 inh = -3
- LYPLA2 inh = 1
- PAFAH1B3 inh = 0
- pPAFAH FP inh = 0
- PREPL inh = -4

(next part)
SMILES	LYPLA1 inh	PAFAH2 FP inh	PAD4 FP inh	PAFAH1B2 FP inh	GSTO1 inh	LYPLA2 inh	PAFAH1B3 inh	pPAFAH FP inh	PREPL inh
O=C(NC1CCCCCC1)c1ccc(=O)n(Cc2ccccc2)n1	-5	8	-7	9	6	-6	4	4	15
C/C(=N/Nc1ccnc2cc(Cl)ccc12)c1ccc(N)cc1	-6	7	1	6	-1	-9	8	8	37
Cc1ccc2nc(SCc3ccc([N+](=O)[O-])cc3)[nH]c2c1	-5	4	-2	0	5	-1	7	0	7
CCOC(=S)SCC(=O)N1CCc2cc(OC)c(OC)cc2C1C1C(=O)CC(C)(C)CC1=O (centres undefined)	-6	1	-3	-2	8	0	0	5	-1
CSc1ccccc1OCc1cc(C(=O)NCCCn2nc(C)cc2C)no1	-2	-1	7	1	-2	-3	1	1	8
O=C1NCCCC1C(=O)Nc1ccccc1C(F)(F)F (centres undefined)	-1	5	-1	0	4	5	2	-1	-1
Nc1c(C(=O)c2ccccc2)sc2snc(SCC(=O)c3ccccc3)c12	-4	44*	3	15	6	9	15	27*	19
CN(CC(=O)NC1CC1)S(=O)(=O)c1ccc(F)cc1	-5	2	-5	10	7	3	4	-2	3
O=C(CCn1c(=O)c2ccccc2n(Cc2cc(=O)n3ccccc3n2)c1=O)NCc1ccco1	1	-1	-1	5	2	-2	7	-2	4
COC(=O)c1cc(Cl)c(NC(=O)c2ccc(F)cc2)cc1OC	-5	-3	-1	-6	5	2	-4	-2	10
O=C(c1ccc(S(=O)(=O)c2ccc(Cl)cc2)cc1)N1CCOCC1	-3	8	2	14	3	1	3	1	2
CCn1cc(S(=O)(=O)N2CCCC2)cn1	-2	1	-10	-2	-1	-1	8	-3	17
O=C(CC1C(=O)OCN1C(=O)OCc1ccccc1)OCC(=O)c1ccccc1 (centres undefined)	-1	6	7	4	-2	5	3	1	4
c1csc(C(c2nnnn2C2CCCC2)N2CCCC3(CCCCC3)C2)c1 (centres undefined)	-5	-4	1	5	4	2	0	-1	6
O=C1CCCCC1	2	0	-6	2	nt	-1	7	2	-2
COC(=O)C(C)Sc1nc2c(c(=O)n1-c1ccccc1)SCC2 (centres undefined)	6	3	-6	-9	5	-1	-8	2	-3
O=C(CCCn1c(=S)[nH]c2ccccc2c1=O)N1CCCCC1	-1	4	6	6	-2	-4	8	3	-3
COc1ccc(-c2cc(-c3ccccc3)nc(-c3ccc4c(c3)NC(=O)CO4)c2)cc1	-19	-8	-1	3	-9	-25	2	3	13
Nc1ncnc2c1ncn2[C@@H]1O[C@H](COP(=O)(O)OP(=O)(O)OP(=O)(O)O)[C@@H](O)[C@H]1O	-2	-3	0	5	7	-5	5	-2	2
